Screening data from PubChem.
NCI-60 one-dose screen, 48 h, at 10 µM unless noted. Numbers give growth in % (100 = growth as untreated, 0 = no growth, -100 = all killed).
HL-60(TB): HL-60(TB) leukemia cells | hit rate 9% among 78,000; active = growth percent below 10
Active calls of the source: *; & = joins results of further samples. Not all compounds are listed; count on the stated rates, not on these rows.

SMILES	HL-60(TB)
Oc1cc(O)c(CN2CCOCC2)cc1CN1CCOCC1	121.2&86.7
COc1ccc(NC(=O)c2sc3nc4c(cc3c2N)CCCC4)cc1	-14.6*
CC1(C)CC[C@]23CC[C@]4(C)[C@H](CC[C@@H]5[C@@]6(C)C/C(=C/c7ccccn7)C(=O)C(C)(C)[C@@H]6CC[C@]54C)[C@H]2[C@H]1OC3	94.5
Clc1cccc(Cl)c1CBr	96.8
O=C1NC(=O)C(O)(C2(O)C(=O)NC(=O)NC2=O)C(=O)N1	85.9
COc1cc(-n2cc(C#N)c(N)c2C(=O)c2ccc(F)cc2)cc(OC)c1OC	79.2
CC(C)CCCCc1c[nH]c(=O)[nH]c1=O	98.3
Cc1cc(C(=O)Nc2cc(Cl)ccc2Cl)c(C)o1	95.7
O=C(NC1(N2CCOCC2)CC1)c1ccc(Cl)cc1	79.0
CCOC(=O)c1oc2nc(-c3cnccn3)cc(-c3cccs3)c2c1N	89.9
Cc1cc(=O)n(-c2nc(-c3cccs3)c(C#N)c(=O)[nH]2)[nH]1	84.4
O=C(O)c1cn(C2CC2)c2cc(N3CCN(CCCN4C(=O)c5ccccc5C4=O)CC3)c(F)cc2c1=O	125.3
CC1(C)N=C(N)N=C(N)N1c1cccc(C(=O)Nc2cccc(S(=O)(=O)F)c2)c1	103.2
O=c1[nH]c(Cl)ncc1F	107.1
CN(C)N=C1CCCCC1	132.6
Cc1ccc(C(C)C)cc1Oc1cccc(-c2c(-c3ccc(C(F)(F)F)cc3)ncn2C2CCNCC2)n1	-83.1*
CCCCNc1ncnc2[nH]ncc12	132.6
O=C1NC(=S)S/C1=C\c1ccc(Cl)c(Cl)c1	77.9
C=CCOc1ccc2c(c1)CC[C@@H]1[C@@H]2CC[C@@]2(C)[C@H]1CC[C@]2(C)O	74.6
O=C(NCCOCCOCCNc1cccc2c1C(=O)N(C1CCCNC1=O)C2=O)c1cc2c(o1)C(=O)c1ccccc1C2=O (stereo not drawn)	-1.8*
Cc1nc(-c2cc3ccccc3oc2=O)ccc1C(=O)/C=C/c1ccc(Cl)c(Cl)c1	97.9
NS(=O)(=O)Oc1cccc(-c2nc3sccn3c2-c2ccccc2)c1	0.2*
CC(Cc1nnc(SCC(=O)Nc2ccc(I)cc2)n1N)c1ccccc1 (stereo not drawn)	157.6
CC1(C)NCCC[C@]2(C)[C@H]3C=CC4=C5C[C@@](C)(C(=O)N[C@@H](CO)Cc6ccccc6)CC[C@]5(C)CC[C@@]4(C)[C@]3(C)CC[C@@H]12	74.0
CN1CCN(CC(=O)Nc2nc3c(s2)Nc2ccccc2NC3=O)CC1	83.2
SMILES	HL-60(TB)
O=C1c2cccc3c(-c4ccccc4)ccc(c23)C(=O)N1c1nc2ccccc2s1	101.3
Cc1oc(-c2ccc(Cl)cc2)nc1C1=NN(C(=O)c2ccncc2)C(c2ccc(Br)cc2)C1 (stereo not drawn)	103.1
COc1ccc(-c2cc(=O)c3c(CC(=O)O)cc(O)cc3o2)cc1	102.1
CCCCCCCCCCCCCCCC(=O)P(=O)(OCC)OCC	102.0
C[C@@H]1CC[C@H]2[C@@H](C)C(O)O[C@@H]3O[C@]4(C)CC[C@@H]1[C@]32OO4 (stereo partly drawn)	-24.4*
CCN(C(=O)CN1CCN(c2cc3c(cc2F)c(=O)c(C(=O)O)cn3CC)CC1)c1nc(-c2ccccc2)cs1	-39.2*
CCC1CCC(C)N(N=O)C1 (stereo not drawn)	103.4
COc1ccccc1NC(=O)CC(C)=O	107.7
COc1ccc(/C=N\NC(=O)Cn2c3ccccc3c3ccncc32)cc1OC	81.0
COc1cc(C)c(Br)c(C)c1	101.3
O=C(Nc1ccc(OCc2nnc(-c3ccccc3)o2)c(F)c1)Nc1ccc(Cl)c(Cl)c1	58.5
O=C1CSC(c2cccnc2)N1Nc1ncnc2ccccc12 (stereo not drawn)	108.7
CCN(CC)CCC(C(=O)O)(c1ccccc1)c1ccccc1	93.5
OC(Cn1cncn1)(Cn1cncn1)c1ccc(F)cc1F	116.0
O=c1c2cccc(F)c2sc2c(NCCCNCCO)nc3ccccc3c12	-6.6*
COc1ccc2c(c1OC)OCC2C (stereo not drawn)	81.2
COc1ccc(Nc2nccc(Nc3ccc4[nH]ncc4c3)n2)cc1	59.6
Cn1cnc2c(NCCO)ncnc21	97.4
O=C(/C=C/C=C/c1ccccc1)c1ccccc1	55.5&103.1
CC(C)CC(C)NCC(C)O (stereo not drawn)	96.4
N#Cc1ccc2c(c1)CN(c1ncc(Cc3cccc(-n4cccn4)c3)s1)CC2	79.4
OC(c1cc2ccc(C(F)(F)F)cc2c2cc(C(F)(F)F)ccc12)C1CCCCN1 (stereo not drawn)	-72.8*
COC(=O)[C@@H]1CCCN1C(=O)C1CCCN1C(=O)[C@@H](Cc1ccccc1)NC(=S)Nc1cc(C(F)(F)F)cc(C(F)(F)F)c1 (stereo partly drawn)	74.6
Cc1ccc(C(C)C)cc1C(=O)C[n+]1ccccc1	114.5
CC1(C)Oc2cc3oc(=O)ccc3c3c2C2C1CCC(C)(O3)C2O (stereo not drawn)	76.0
SMILES	HL-60(TB)
CC1(C)CC[C@@]23CC[C@@]4(C)[C@]5(C)CC[C@H]6C(C)(C)C(=O)CC[C@]6(C)[C@H]5CC(=O)[C@]4(OC2=O)[C@@H]3C1	99.5
COc1cc2c(c(OC)c1OC)C1(NCC2)C(=O)Nc2ccccc21 (stereo not drawn)	95.3
CC1(C)O[C@@H]2C(O)[C@@H]3OC(C)(C)O[C@H]3C(O)[C@@H]2O1 (stereo partly drawn)	111.3
Nc1nc2c(nc(N)n2[C@@H]2O[C@H](CO)[C@@H](O)[C@H]2O)c(=O)[nH]1	93.9
ClCC(Cl)C1CC2C=CC1C2 (stereo not drawn)	103.9
CC(=O)OC(c1cc2c(cc1Br)OCO2)C(C)Br (stereo not drawn)	105.6
CS(=O)(=O)Nc1ccc(CC#N)cc1	119.8
O=C1CC(c2ccc(Cl)cc2)c2ncn(-c3cccc(Cl)c3)c2N1 (stereo not drawn)	-4.9*
CC1(C)CC[C@]2(C(=O)N3CCNCC3)CC[C@]3(C)C(=CC[C@@H]4[C@@]5(C)CC[C@H](O)C(C)(C)[C@@H]5CC[C@]43C)[C@@H]2C1	113.0
Cc1ccc(C(=O)NN2C(=O)CSC2c2cccc(Oc3ccccc3)c2)cn1 (stereo not drawn)	153.4
CC(C)(O)S(=O)(=O)O	89.7
CC(C)(C)CC(C)(C)Nc1nc(NC(C)(C)CC(C)(C)C)nc(NC(C)(C)CC(C)(C)C)n1	101.3
Cc1cc(C)c2cc(N)c(Cl)nc2n1	91.5
CC(C)C(=O)Nc1cccc(Cl)c1	95.1
CCOC(=O)c1cccnc1	101.1
CCCCCCN(N)C(=O)CC#N	89.7
CC(C)(c1ccc(O)c(Cl)c1)c1ccc(O)c(Cl)c1	106.4
COc1ccc(C2=Cc3[nH][nH]c(=O)c3C(c3ccc(OC)cc3)C2)cc1 (stereo not drawn)	88.7
COc1cc2ccnc(/C=N\O)c2cc1OC	96.1
Cc1c2cc(Cl)c3ccccc3c2c[n+]2ccccc12	62.3
Cc1ccc(S(=O)(=O)CC(=O)c2cc3cc(Br)ccc3o2)cc1	101.4
COC(=O)C1(C2CCCCCCC2=O)NC(=S)NC(=O)C1C#N (stereo not drawn)	103.9
O=C(O)c1cccc2c1Cc1ccccc1-2	120.5
CN(C)c1ccc(/C=N\NC(=O)c2ccc3nc(-c4ccc(Cl)cc4)[nH]c3c2)cc1	37.4
O=C(N/N=C/c1ccc(Cl)cc1Cl)c1ccccc1	87.8
SMILES	HL-60(TB)
Cc1ccc(/C=C/CC(=O)Nc2ccc(C(=O)Nc3ccc(F)cc3N)cc2)cn1	8.4*
COC(=O)c1ccccc1NC(=O)Nc1ccc(Cl)cc1	81.1
Cn1c(=O)ccc2c(=O)c3c(ccc4ccccc43)oc21	101.4
Cc1cc(O)c(C(C)C)cc1NC(=O)Nc1ccc(Cl)cc1	114.7
Cc1ccc(-n2nnc(C(=O)O)c2C2CCCO2)cc1 (stereo not drawn)	93.7
CCCCOCCOP(=O)(OCCOCCCC)OCCOCCCC	84.1
NC(=O)OCC(N)C(=O)O (stereo not drawn)	123.8
N#CN1CCC[C@H]1C(=O)N1CCc2c(-c3[nH]nc4ncccc34)cccc21	-30.7*
COC(=O)C1=C(C(=O)ONCCN(C)C)C2C=CC1(C(Cc1ccccc1)Nc1ccc(F)cc1)O2 (stereo not drawn)	35.8
COC(=O)CN(C(C)=O)c1ccccc1C(=O)OC	102.5
COC(=O)[C@H]1[C@H](OC)[C@@H](OC(=O)/C=C/c2ccncc2)CC2CN3CCc4c([nH]c5cc(OC)ccc45)[C@@H]3C[C@@H]21 (stereo partly drawn)	28.6
Cn1cc(/C=N/Nc2ccc(Br)cn2)c2ccccc21	79.9
O=C(Nc1ccc(S(=O)(=O)Nc2ncccn2)cc1)c1ccc(-n2c(=O)[nH]c3ccccc3c2=O)cc1	99.7
O=C(Nc1nc2ccccc2s1)c1cccs1	85.6
CC(/C=N/N=C(N)N)=N/N=C(N)N	84.5
COc1ccc(C(O)(CCC(C)C)C(CN2CCOCC2)c2ccc(Cl)cc2)cc1 (stereo not drawn)	20.9
COc1cc(NS(C)(=O)=O)ccc1Nc1c2ccc([N+](=O)[O-])cc2nc2c(C)cccc12	-26.6*
Cc1ccc(-c2nc(C#N)c(N3CCN(S(=O)(=O)c4ccc(C)cc4)CC3)o2)cc1	85.0
COc1ccc2c(c1)c(-c1nc(-c3c[nH]c4ccncc34)cs1)cn2C	-61.5*
Cc1ccc2c(C)cccc2c1	99.7
O=C(Nc1cccc(-n2ccc3c(NC(=O)c4ccccc4)nccc32)c1)Nc1cc(C(F)(F)F)cc(C(F)(F)F)c1	-17.6*
S=c1oc(-c2cc(-c3ccccc3)nc3ccccc23)nn1CN1CCOCC1	96.9
CC(=O)c1c(C)nc2ccccc2c1/C=C/c1ccc(C(F)(F)F)cc1	78.8
O=[N+]([O-])c1ccc2[nH]ccc2c1	113.2
COc1cc(/C=C2\Oc3cc(OCC(=O)c4ccc([N+](=O)[O-])cc4)ccc3C2=O)cc(OC)c1OC	135.4
C/C(=N/NC(=O)c1cc2ccccc2oc1=N)c1ccc(C)cc1	84.4
COc1ccc2nc(Cl)c(-c3nc4ccccc4s3)cc2c1	95.7
COc1ccc(OC)c(-c2nc(SCC(=O)c3ccc(Cl)cc3)[nH]c(=O)c2C#N)c1	94.7

Grouped by structure, the entries above containing a carbonyl joined to an NH by a bond outside any ring.
SMILES	HL-60(TB)
COc1ccc(NC(=O)c2sc3nc4c(cc3c2N)CCCC4)cc1	-14.6*
Cc1cc(C(=O)Nc2cc(Cl)ccc2Cl)c(C)o1	95.7
O=C(NC1(N2CCOCC2)CC1)c1ccc(Cl)cc1	79.0
CC1(C)N=C(N)N=C(N)N1c1cccc(C(=O)Nc2cccc(S(=O)(=O)F)c2)c1	103.2
O=C(NCCOCCOCCNc1cccc2c1C(=O)N(C1CCCNC1=O)C2=O)c1cc2c(o1)C(=O)c1ccccc1C2=O (stereo not drawn)	-1.8*
CC(Cc1nnc(SCC(=O)Nc2ccc(I)cc2)n1N)c1ccccc1 (stereo not drawn)	157.6
CC1(C)NCCC[C@]2(C)[C@H]3C=CC4=C5C[C@@](C)(C(=O)N[C@@H](CO)Cc6ccccc6)CC[C@]5(C)CC[C@@]4(C)[C@]3(C)CC[C@@H]12	74.0
CN1CCN(CC(=O)Nc2nc3c(s2)Nc2ccccc2NC3=O)CC1	83.2
COc1ccccc1NC(=O)CC(C)=O	107.7
COc1ccc(/C=N\NC(=O)Cn2c3ccccc3c3ccncc32)cc1OC	81.0
O=C(Nc1ccc(OCc2nnc(-c3ccccc3)o2)c(F)c1)Nc1ccc(Cl)c(Cl)c1	58.5
Cc1ccc(C(=O)NN2C(=O)CSC2c2cccc(Oc3ccccc3)c2)cn1 (stereo not drawn)	153.4
CC(C)C(=O)Nc1cccc(Cl)c1	95.1
CN(C)c1ccc(/C=N\NC(=O)c2ccc3nc(-c4ccc(Cl)cc4)[nH]c3c2)cc1	37.4
O=C(N/N=C/c1ccc(Cl)cc1Cl)c1ccccc1	87.8
Cc1ccc(/C=C/CC(=O)Nc2ccc(C(=O)Nc3ccc(F)cc3N)cc2)cn1	8.4*
COC(=O)c1ccccc1NC(=O)Nc1ccc(Cl)cc1	81.1
Cc1cc(O)c(C(C)C)cc1NC(=O)Nc1ccc(Cl)cc1	114.7
NC(=O)OCC(N)C(=O)O (stereo not drawn)	123.8
O=C(Nc1ccc(S(=O)(=O)Nc2ncccn2)cc1)c1ccc(-n2c(=O)[nH]c3ccccc3c2=O)cc1	99.7
O=C(Nc1nc2ccccc2s1)c1cccs1	85.6
O=C(Nc1cccc(-n2ccc3c(NC(=O)c4ccccc4)nccc32)c1)Nc1cc(C(F)(F)F)cc(C(F)(F)F)c1	-17.6*
C/C(=N/NC(=O)c1cc2ccccc2oc1=N)c1ccc(C)cc1	84.4
